FEN1 inh: blocks human flap endonuclease 1; Recombinant FEN1 flap cleavage, fluorescence, 15 min; Potency, µM (series often up to 114 µM), without a hit: at the highest dose activity change, negative = inhibition, usual class: inhibitors; P39748; 390,000 tested, 0.35% active; note: nearly all actives have a fitted effect of over 65% in size
Target sequence (P39748 whole entry, looked up): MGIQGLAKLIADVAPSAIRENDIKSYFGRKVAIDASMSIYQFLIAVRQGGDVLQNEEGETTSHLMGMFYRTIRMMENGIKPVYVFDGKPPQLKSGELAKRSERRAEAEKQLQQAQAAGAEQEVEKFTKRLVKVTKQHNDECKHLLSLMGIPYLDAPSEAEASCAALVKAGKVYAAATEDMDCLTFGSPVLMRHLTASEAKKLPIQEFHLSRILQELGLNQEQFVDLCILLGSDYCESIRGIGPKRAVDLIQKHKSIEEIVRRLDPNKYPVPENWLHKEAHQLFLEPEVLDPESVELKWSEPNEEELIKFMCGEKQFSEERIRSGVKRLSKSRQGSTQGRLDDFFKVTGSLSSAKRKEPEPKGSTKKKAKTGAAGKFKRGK
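Potency values derive from four-parameter Hill fits of normalized qHTS data. The reaction used 10 nM FEN1 preincubated 15 min at room temperature with compound, then 50 nM DNA substrate, read at 0 and 15 min.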
N370S GC mod: N370S glucocerebrosidase modulation, Gaucher chaperone candidate. AID 2101. N370S GC spleen homogenate, 4MU-glucoside fluorescence. Potency, µM (doses to about 59.4 µM), inactives show at the highest dose activity change, negative = inhibition, most hits filed as inhibitors. P04062. 330,000 tested, 0.092% active;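 note: 0% = full enzyme activity and -100% = no enzyme basal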
GCN5L2 inh: blocks human GCN5L2 histone acetyltransferase; GCN5L2 HAT assay, ThioGlo1 CoA-SH fluorescence; Potency, µM (top dose mostly 58.9 µM), without a hit: at the top dose activity change, negative = inhibition, usual class: inhibitors; 390,000 tested, 0.21% active
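GCN5L2 (20nM final) in 50mM HEPES, 0.1mM EDTA pH 7.5, 0.01% Tween-20 was preincubated 15 min at room temperature with compound, then given ThioGlo1 (50uM), H3(1-25) peptide (75uM) and acetyl-CoA (70uM); CoA-thiol fluorescence (Ex340/Em540) was read at 0 and 20 min.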
An asterisk follows results filed as active; ? = inconclusive; nt = no result given; & = joins results of further samples; [ ] = dose if it differs, or a comment. Calls come from the whole dose curve; as a rule, active = well fitted curve in the direction sought with a large enough effect; inconclusive = small, poorly fitted or top-dose-only effect, or another doubt; inactive = no such curve, though single readings can be large; an effect the other way counts as inactive or inconclusive. Unless noted, % is set by controls: 0 for no effect and ±100 for the full control effect; potency is the fitted concentration of half-maximal effect.

SMILES	FEN1 inh	N370S GC mod	GCN5L2 inh
CCCC(OC(=O)CC1Sc2ccccc2NC1=O)C(=O)NCc1ccco1 (centres undefined)	0%	-21%	-27%
CCOc1ccc(NC(=S)N2CCc3cc(OC)c(OC)cc3C2COc2ccc3c(C)cc(=O)oc3c2)cc1 (centres undefined)	-5%	4%	-3%
c1ccc(-n2ncc3c(NCc4ccc5c(c4)OCO5)ncnc32)cc1	-6%	5%	-3%
COc1cc(CNC2CCCc3ccccc32)cc(OC)c1OC (centres undefined)	-6%	3%	4%
CCOc1ccc(NC(=O)CCN2CCN(c3ccccc3OC)CC2)cc1	9%	13%	-3%
O=C(CSc1nc(=O)n(Cc2cccnc2)c2c1CCC2)Nc1ccc(F)cc1F	-2%	nt	-9%
CC(NS(=O)(=O)/C=C/c1ccccc1)C(=O)NCCc1ccc(S(N)(=O)=O)cc1 (centres undefined)	13%	-13%	-3%
CC(=O)Nc1ccc(-c2cn3cccnc3n2)cc1	-11%	?	?
CC1CCCCC1NC(=O)COC(=O)COc1ccccc1F (centres undefined)	0%	nt	2%
C/C(=N\NC(=O)C1CC1c1ccccc1)c1cccc([N+](=O)[O-])c1 (centres undefined)	12%	7%	-2%
Cc1cc(N2C(=O)CC(N3CCN(C(c4ccccc4)c4ccccc4)CC3)C2=O)no1 (centres undefined)	-9%	25%	-4%
O=C(COc1ccc(Cl)cc1)N1CCCC1	-2%	-1%	-6%
O=S1(=O)[C@H]2C[C@H](CO)O[C@@]2(CO)CN1Cc1ccc(-c2cccc(Cl)c2)cc1	8%	nt	-1%
Cc1nn(CC2CC2)c(=O)n1-c1ccccc1F	16%	8%	-5%
CCc1c(C(=O)NN2C(=O)C3CCCCC3C2=O)csc1C (centres undefined)	-3%	-10%	3%
COc1ccc(NCC(O)Cn2c(C)c(C)c3ccccc32)cc1 (centres undefined)	-6%	-10%	?
COc1ccc(CN2CC(C(=O)NCCC(C)C)CC2=O)cc1 (centres undefined)	-2%	3%	-11%
Cc1ccnc(NC(=O)CCC(=O)c2cccs2)c1	0%	15%	-16%
CCOC(=O)c1sc(NC(=O)C(CC)Sc2nccn2C)nc1C (centres undefined)	1%	9%	-2%
Cc1ccccc1NC(=O)c1cc2c([nH]c1=O)CC(C)(C)CC2=O	-1%	nt	3%
COc1ccc(-c2[nH]c(-c3ccccc3)nc2SCC(=O)Nc2ccc3c(c2)OCO3)cc1	-3%	nt	-7%
Cc1cccc(C(=O)OCC(=O)N2CCCC2=O)c1[N+](=O)[O-]	1%	-3%	-11%
Cc1ccc(CNC(=O)C2CCC(=O)N(Cc3ccc(Cl)cc3)C2)cc1F (centres undefined)	-6%	-3%	2%
CCc1ccccc1N(CC(=O)N1CCN(c2ccc(F)cc2)CC1)S(C)(=O)=O	6%	10%	1%
COc1ccccc1NS(=O)(=O)c1cc(NC(=O)c2cccs2)ccc1N1CCCC1	-2%	19%	-23%
O=C(c1ccc(Cl)cc1)N1CCc2c([nH]c3ccccc23)C1C(F)(F)F (centres undefined)	-9%	0%	-9%
O=C(Cc1cccc2ccccc12)N1CCCc2ccccc21	-2%	-14%	-5%
COc1cccc(N2C(=O)CN(Cc3cc(OC)c(OC)c(OC)c3)C2=S)c1	11%	1%	-4%
O=C(/C=C/c1ccc(Cl)cc1Cl)N1CCc2ccccc21	-4%	1%	-2%
O=C(Cc1ccsc1)NNC(=O)c1ccccc1O	-10%	-6%	-11%
Cc1cc(NS(=O)(=O)c2ccc(NC(=S)NC(=O)c3cccc(S(=O)(=O)N(C)C)c3)cc2)no1	-5%	-9%	-8%
Cc1ccc(C)n1Cc1ccccc1Cl	-16%	0%	-9%
CC(C)(C)C(=O)/C=C(\N)c1ccncc1	-2%	6%[2.35 µM]	-6%
O=C(NC1CCCC1)C(c1ccco1)N(C(=O)c1ccco1)c1ccc(F)cc1 (centres undefined)	-3%	-6%	2%
COc1ccc2sc3ccccc3c(=O)c2c1	-9%	9%	-12%
COCNc1nc(OCC#N)nc(N(C)C)n1	2%	17%	-5%
Cc1ccccc1NC(=O)CSc1nc(N)c(C#N)cc1C#N	-1%	-1%	-24%
Nc1nnnn1/N=C/c1ccccc1OCc1ccc(Cl)cc1	0%	17%	-2%
Cc1cc(C)n2nc(S(=O)(=O)N(CC(C)C)CC(C)C)nc2n1	-10%	-1%	-5%
Cc1cccc(NC(=O)CSc2nc3[nH]ncc3c(=O)n2-c2ccccc2)c1	nt	7%	2%
COc1ccc(CNC(=O)C2CCN(S(=O)(=O)c3ccc(F)cc3)CC2)cc1	4%	nt	-1%
COc1cccc(CN(C)C(=O)CSCC(=O)Nc2ccc(C)cc2)c1OC	-2%	0%	1%
CCOC(=O)Cn1nc(C)n(-c2ccc(Cl)cc2)c1=O	1%	-7%	-9%
COC(CNC(=O)C(C)n1nc(C)c2ccccc21)OC (centres undefined)	-4%	-4%	-1%
COc1ccc(S(=O)(=O)NCCS(=O)(=O)N2CCN(c3ccccc3F)CC2)cc1	1%	nt	-11%
COc1ccc(C2CC(c3cccc(Br)c3)=NN2c2ccc(S(N)(=O)=O)cc2)cc1 (centres undefined)	4%	nt	-3%
Cc1cc(C)cc(NC(=O)Nc2c[nH]c(=O)[nH]c2=O)c1	5%	nt	-1%
Cc1cc(C(=O)N/N=C/c2cccc([N+](=O)[O-])c2)c(C)n1-c1ccccc1	5%	3%	-3%
CCOC(=O)CSc1nc(-c2ccccc2)ns1	-7%	3%	-6%
COc1ccc2c(Sc3ccc(C)cc3)c(C(=O)NC(C)c3ccccc3)[nH]c2c1 (centres undefined)	-13%	nt	-8%
O=[N+]([O-])c1cccc(-c2ccn[nH]2)c1	16%	-2%	-3%
CC(=O)Nc1sc(N/N=C/c2ccccc2)nc1-c1ccc(C)cc1	-10%	-16%	-6%
COC(=O)c1ccc(C(=O)OC)c(NC(=O)CSc2ccccn2)c1	1%	19%	0%
CCOc1cc(/C=N/NC(=O)CN2CCCCC2)ccc1OCc1ccc(Cl)cc1	2%	-12%	-7%
CSc1cccc(CNC(=O)C2CCC(=O)N(CCCN3CCCC3=O)C2)c1 (centres undefined)	-4%	-1%	-3%
COCCn1c(C)cc(O)c(C(c2ccccc2)N2CCCCC2)c1=O (centres undefined)	-2%	nt	4%
O=[N+]([O-])c1ccc(CSc2nnc(Cc3ccccc3)n2-c2ccc(F)cc2)cc1	-6%	3%	2%
Brc1ccc2nc(-c3ccccc3)c(Nc3ccc4c(c3)OCO4)n2c1	8%	nt	-10%
CCN(CC)c1ccc(C2C(C(=O)Nc3ccccn3)=C(C)NC3=C2C(=O)CC(C)(C)C3)cc1 (centres undefined)	28%	2%	-3%
CCOC(=O)N1CCC(NC(=O)CCCN2C(=O)CSc3ncccc32)CC1	2%	6%	nt

(list continues)
SMILES	FEN1 inh	N370S GC mod	GCN5L2 inh
CC(C)=CCN1CCN(CC#Cc2ccccc2)CC1CCO (centres undefined)	11%	-3%	-19%
COc1ccccc1NC(=S)NCCc1c[nH]c2ccccc12	10%	-1%	4%
COC(=O)CN1C(=O)COc2ccc(Cl)cc21	-14%	14%	-1%
O=S(=O)(c1cccs1)N1CCN(Cc2ccccc2)CC1	-10%	4%	-6%
Cc1cc(C(F)(F)F)nc(SCC(=O)NC2CC3CCC2C3)n1 (centres undefined)	-10%	8%	-14%
N#Cc1ccc(COC(=O)c2ccccn2)cc1	nt	-1%	3%
COc1cccc2cc(-c3nc4sc(C(=O)Nc5ccc(F)cc5F)c(C)c4c(=O)[nH]3)c(=O)oc12	15%	nt	2%
CCCN(CCC)CCCNC(=O)C1CCN(S(=O)(=O)CC)CC1	14%	nt	-8%
CN(C)c1cccc(C(=O)Nc2cc(C(F)(F)F)ccc2-n2cnc3ccccc32)c1	-3%	?	-12%
CCOc1cccc(/C=N/NC(=O)c2cccnc2)c1O	14%	-3%	-14%
Cc1ccc(CN2CCN(Cc3cc4ccccc4o3)CC2CCO)cc1 (centres undefined)	-3%	-27%	-11%
NS(=O)(=O)c1cccc(NC(=O)CN2CCCc3ccccc32)c1	1%	0%	-5%
CC(C)c1cnc2c(c1SCC(=O)c1ccc(Cl)cc1)c(=O)n(C)c(=O)n2C	-1%	nt	-20%
O=C(O)c1cc2ccc3ccccc3c2[nH]1	3%	6%	-4%
CCOC(=O)c1ccc(-c2ccc(/C=C(\C#N)C(=O)Nc3ccc(OCC)cc3)o2)cc1	-19%	nt	-1%
CCN(CC)c1ccc(/C=N/NC(=S)NCc2ccc(OC)cc2)cc1	-11%	5%	-11%
O=C1CCCC(=O)C1=Cc1c[nH]c2ccccc12	4%	-25%	3%
O=C(NCc1ccccn1)c1cccc(S(=O)(=O)N2CCc3ccccc32)c1	7%	nt	-3%
O=C(N/N=C/c1ccc([N+](=O)[O-])o1)C(O)c1ccccc1 (centres undefined)	-4%	0%	-29%
COC(=O)c1c(NC(=O)C2CCCCC2)sc2c1CCN(C(C)C)C2	3%	-3%	5%
CC(=O)Nc1ccc(NC(=O)Cn2c(CC(=O)N3CCCC3)nc3ccccc32)cc1	4%	-2%	-4%
Cc1ccc(CNC(=O)c2ccc3oc(=O)n(Cc4ccccc4)c3c2)cc1	-12%	nt	-9%
COc1cc(C(=O)NCC(c2ccco2)N2CCc3ccccc32)cc(OC)c1OC (centres undefined)	-6%	-13%	-8%
Cc1cc(C(=O)NCCN2CCOCC2)ccc1[N+](=O)[O-]	-2%	-2%	-1%

Entries of single compounds as entered above. Screens in order: FEN1 inh | N370S GC mod | GCN5L2 inh
Shown for COc1cc(C(=O)NCC(c2ccco2)N2CCc3ccccc32)cc(OC)c1OC (centres undefined) → -6% | -13% | -8%
Shown for O=C(NCc1ccccn1)c1cccc(S(=O)(=O)N2CCc3ccccc32)c1 → 7% | nt | -3%

Returning to the listing with the 5 entries that preceded the break.
SMILES	FEN1 inh	N370S GC mod	GCN5L2 inh
COC(=O)c1c(NC(=O)C2CCCCC2)sc2c1CCN(C(C)C)C2	3%	-3%	5%
CC(=O)Nc1ccc(NC(=O)Cn2c(CC(=O)N3CCCC3)nc3ccccc32)cc1	4%	-2%	-4%
Cc1ccc(CNC(=O)c2ccc3oc(=O)n(Cc4ccccc4)c3c2)cc1	-12%	nt	-9%
COc1cc(C(=O)NCC(c2ccco2)N2CCc3ccccc32)cc(OC)c1OC (centres undefined)	-6%	-13%	-8%
Cc1cc(C(=O)NCCN2CCOCC2)ccc1[N+](=O)[O-]	-2%	-2%	-1%
O=C(OCc1cnc(Cl)s1)c1cccc(Cl)c1	-2%	5%	-10%
COc1ccc(CCNC(=O)CSc2nc(N)c(C#N)c(-c3cccs3)c2C#N)cc1OC	3%	-9%[2.35 µM]	-6%
CN1CCN(C(=O)/C=C/c2c(F)cccc2Cl)CC1	-2%	-4%	-11%
COc1cccc(C(=O)O/N=C(\N)c2ccccn2)c1	-2%	-3%	-1%
Cc1sc2nc(-c3ccccc3)oc(=O)c2c1C	-1%	-2%	-4%
Cc1ccc(-c2nc3cnccn3c2Nc2ccc3c(c2)OCO3)cc1	-15%	-14%	-14%
Cc1cccc(NC(=S)N2CCCCC2c2cccnc2)c1C (centres undefined)	3%	-13%	-25%
Cc1ccc(C)c(S(=O)(=O)NCc2ccc(C(=O)N3CCOCC3)cc2)c1	15%	-7%	2%
CSc1nnc2c(n1)c(C)nn2-c1cccc(C)c1	-16%	-3%	-7%
NN1C(=O)/C(=C2/Sc3ccccc3N2CCCS(=O)(=O)O)SC1=S	35µM*	-3%	-15%
CCCCNc1c(-c2ccc(SC(C)CC)c(OC)c2)nc2ccc(C)cn12 (centres undefined)	-15%	?	-22%
COCCNC(=O)CN(C(=O)CCC(=O)Nc1cc(C)on1)c1ccccc1C	-4%	-1%	-1%

3 structures out of the list, arranged by SMILES length, low to high.
SMILES	FEN1 inh	N370S GC mod	GCN5L2 inh
COc1cccc(C(=O)O/N=C(\N)c2ccccn2)c1	-2%	-3%	-1%
NN1C(=O)/C(=C2/Sc3ccccc3N2CCCS(=O)(=O)O)SC1=S	35µM*	-3%	-15%
COc1ccc(CCNC(=O)CSc2nc(N)c(C#N)c(-c3cccs3)c2C#N)cc1OC	3%	-9%[2.35 µM]	-6%

Other entries follow.
SMILES	FEN1 inh	N370S GC mod	GCN5L2 inh
O=C(CSc1nc(=O)[nH]c2c1CCCC2)Nc1cc(C(F)(F)F)cc(C(F)(F)F)c1	-3%	2%	-4%
CN(C)CCC#CC1(O)c2ccccc2-c2ccccc21	20%	-6%	-15%
COc1cc(-c2n[nH]c(=S)n2/N=C/c2cccn2C)cc(OC)c1OC	1%	-3%	-7%
O=C(CCn1c(=S)[nH]c2ccccc2c1=O)N1CCOCC1	18%	3%	-17%
Cc1cccc(N2CCN(C(=O)c3noc4c3COc3ccc(C)cc3-4)CC2C)c1 (centres undefined)	-10%&0%	-5%	?
CCN(c1ccccc1)S(=O)(=O)c1cc2c(cc1C)NC(=O)CO2	-5%	-13%	2%
